Bioassay records from PubChem BioAssay.
ABCB6 inh MLPCN = inhibitors of human ABC transporter ABCB6; Q9NP58; K562-ABCB6 porphyrin accumulation, flow cytometry, 1 h; hits give low values; fluorescence ratio to DMSO, % at 10 µM; 0.19% of 360,000 active;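 active = fluorescence ratio to DMSO below 75%, the collection mean minus 3 SD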;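 note: signal is porphyrin accumulated inside mitochondria; 100% equals median channel fluorescence of DMSO control wells; lower ratio means ABCB6 inhibition with less porphyrin fluorescence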
Target sequence (Q9NP58 whole entry, looked up): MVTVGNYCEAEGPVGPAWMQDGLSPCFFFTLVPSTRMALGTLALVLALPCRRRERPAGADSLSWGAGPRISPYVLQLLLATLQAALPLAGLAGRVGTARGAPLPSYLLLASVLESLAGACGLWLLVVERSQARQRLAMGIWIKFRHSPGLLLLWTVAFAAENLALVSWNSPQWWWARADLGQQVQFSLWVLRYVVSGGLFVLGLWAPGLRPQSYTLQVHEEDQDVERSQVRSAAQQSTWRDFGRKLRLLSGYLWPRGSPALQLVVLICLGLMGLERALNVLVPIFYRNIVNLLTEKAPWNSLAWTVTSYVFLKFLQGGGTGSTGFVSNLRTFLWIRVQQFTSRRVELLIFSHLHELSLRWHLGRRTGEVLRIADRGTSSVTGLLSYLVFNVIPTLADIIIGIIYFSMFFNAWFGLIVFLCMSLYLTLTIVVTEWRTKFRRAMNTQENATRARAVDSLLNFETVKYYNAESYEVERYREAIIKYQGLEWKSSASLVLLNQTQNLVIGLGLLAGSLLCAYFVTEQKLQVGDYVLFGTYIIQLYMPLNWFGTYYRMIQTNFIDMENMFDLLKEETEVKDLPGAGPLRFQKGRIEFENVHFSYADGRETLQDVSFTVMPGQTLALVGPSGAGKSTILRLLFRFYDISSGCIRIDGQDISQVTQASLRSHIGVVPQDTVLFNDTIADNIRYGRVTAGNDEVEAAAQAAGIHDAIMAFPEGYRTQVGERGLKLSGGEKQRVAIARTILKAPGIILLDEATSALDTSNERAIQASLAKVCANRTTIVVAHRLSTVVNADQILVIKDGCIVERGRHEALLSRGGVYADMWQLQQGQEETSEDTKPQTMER
hiPSC survival = increases survival of single human iPS cells. hiPSC single-cell survival, ATPlite luminescence; 100% = ROCK inhibitor wells, 0% = DMSO. survival enhancement, % at 20 µM. 0.044% of 360,000 active. AID 602274; in the data active = survival enhancement above about 18%;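 note: cells exposed to compounds for 16 hours before the ATP read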
N-glyco inh = N-linked glycosylation inhibition; D54 ERlucT glycosylation luciferase reporter, 24 h; percent of 100 nM tunicamycin response; reporter increase, % at 12.5 µM; 0.23% of 360,000 active;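 active = mean luciferase reporter signal, scaled so untreated is 0 and the glycosylation-blocking control 100, at or above a set limit in every replicate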;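 note: luciferase carries N-glycosylation sites so blocking glycosylation raises the light; 0% = median of neutral control wells and 100% = median of 100 nM tunicamycin wells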
H9c2 protect = modulators protecting cardiomyocytes from myocardial damage | H9c2 cardiomyocytes, H2O2 injury protection, ATPLite, 2 h | protection from H2O2 cell death, % at 20 µM | 0.63% of 360,000 active | AID 588492;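 active = compounds giving at least 50% protection of heart cells from peroxide-induced death in the single-dose screen, raw or plate-pattern-corrected value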;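 note: 0% = DMSO wells with peroxide and 100% = DMSO wells without peroxide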
ABHD5 PLIN5 PPI = ABHD5-PLIN5 protein interaction inhibition; 0.78% of 360,000 active; inhibition, % at 4 µM; Split G. princeps luciferase complementation, luminescence, 4 h;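 active = inhibition above the mean inhibition across every tested compound plus 3 SD, cut at about 22% in these data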;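 note: 0% = DMSO only wells and the 100% control is not disclosed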
aDG glyco up = increases alpha dystroglycan glycosylation. activation, % at 10 µM. 0.22% of 360,000 active. AID 624168. Pro5-aDG cells, alpha-DG glycosylation AlphaScreen (IIH6); 0% Pro5, 100% B10-LARGE cell signal;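 active = activation of at least 8% versus controls, or a plate z-score of at least 8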;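 note: Pro5 are CHO cells carrying HIG-tagged alpha-DG that lacks glycosylation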
MC4R antag cAMP = antagonists of human melanocortin 4 receptor (MC4R); P32245; MC4R-expressing cells, MTII-stimulated cAMP, LANCE TR-FRET; inhibition, % at 6.5 µM; 0.48% of 360,000 active;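 active = inhibition above its plate's cutoff, the mean of tested wells on that plate plus 3 SD, cut at about 29% in these data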;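 note: 0% = Melanotan II alone and 100% = Melanotan II plus saturating MCL0020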
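Assay system: U2OS cells stably expressing human melanocortin 4 receptor (MC4R) / Dosing: 6.5 µM / Timing: compound 30 min, challenge 1 h, detection 1 h / Measured by: Eu-cAMP/anti-cAMP TR-FRET, emission 671 nm / Replicates: singlicate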
MC4R barr agon = activates human MC4R beta-arrestin recruitment | 0.98% of 360,000 active | U2OS MC4R beta-arrestin complementation, luminescence; percent of melanotan II response, DMSO zero | activation, % at 8.9 µM | AID 540308 | P32245;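 active = activation above a per-plate cutoff, the mean activation of sample wells on that plate plus 3 SD, cut at about 8% in these data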
Exocytosis inh = blocks lytic granule exocytosis | TALL-104 LAMP-1 surface exposure, flow cytometry; cells stimulated with thapsigargin and PMA | inhibition, % at 10 µM | 0.66% of 360,000 active | AID 651702;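 active = inhibition above about 55%, limit read from the data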
HTR2A ag = agonists of mouse serotonin 5-HT2A receptor (HTR2A) | P35363 | CHO-K1 mHTR2A beta-arrestin complementation, luminescence; percent of 30 µM serotonin response | activation, % at 7.6 µM | 0.66% of 360,000 active | AID 624169;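 active = activation above a run cutoff, the mean activation of all tested compounds plus 3 SD, cut at about 14% in these data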;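 note: 0% = plate median of compound wells and 100% = 30 µM serotonin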
The depositor's hits bear a star.

What do the screens show for `CN(C)c1ccc(P(=O)(OC2CCCCC2)C(O)c2ccncc2)cc1` (stereo not drawn)?
ABCB6 inh MLPCN: 97; hiPSC survival: -0.7; N-glyco inh: 0; H9c2 protect: -1; ABHD5 PLIN5 PPI: 1; aDG glyco up: -0.1; MC4R antag cAMP: 2; MC4R barr agon: -2.4; Exocytosis inh: -4; HTR2A ag: -3

What do the screens show for `CCOC(=O)c1sc(NC(=O)CSc2nncs2)c(C(=O)OCC)c1C`?
ABCB6 inh MLPCN: 98; hiPSC survival: 5.5; N-glyco inh: 5; H9c2 protect: 20; ABHD5 PLIN5 PPI: 4; aDG glyco up: -0.4; MC4R antag cAMP: 16; MC4R barr agon: 1.0; Exocytosis inh: -4; HTR2A ag: 0

How did CCCCC(C(=O)O)C(C)CC(=O)NNC(=O)c1ccco1 (stereo not drawn) do in these assays?
ABCB6 inh MLPCN: 93; hiPSC survival: 1.2; N-glyco inh: 0; H9c2 protect: -4; ABHD5 PLIN5 PPI: 3; aDG glyco up: 0.0; MC4R antag cAMP: 0; MC4R barr agon: -2.3; Exocytosis inh: -3; HTR2A ag: 4

What do the screens show for `Cc1c(N=C2NN=C(c3c[nH]c4ccccc34)CS2)c(=O)n(-c2ccccc2)n1C`?
ABCB6 inh MLPCN: 104; hiPSC survival: 0.3; N-glyco inh: -1; H9c2 protect: -3; ABHD5 PLIN5 PPI: 4; aDG glyco up: -0.1; MC4R antag cAMP: -6; MC4R barr agon: 0.9; Exocytosis inh: 17; HTR2A ag: 3

Results for CC(Oc1ccc(Cl)cc1Cl)C(=O)Nc1cccnc1 (stereo not drawn) ?
ABCB6 inh MLPCN: 97; hiPSC survival: -2.1; N-glyco inh: -3; H9c2 protect: -2; ABHD5 PLIN5 PPI: 4; aDG glyco up: 0.0; MC4R antag cAMP: -1; MC4R barr agon: -2.2; Exocytosis inh: -5; HTR2A ag: 0

How did Cc1ccc(CNC(=O)C2CC(c3cc(C(F)(F)F)cc(C(F)(F)F)c3)=NO2)o1 (stereo not drawn) do in these assays?
ABCB6 inh MLPCN: 100; hiPSC survival: 3.6; N-glyco inh: 15; H9c2 protect: -3; ABHD5 PLIN5 PPI: 6; aDG glyco up: -0.3; MC4R antag cAMP: -9; MC4R barr agon: 0.1; Exocytosis inh: -7; HTR2A ag: 2

How did Cc1ccc(NS(=O)(=O)c2ccc(OCC(=O)NCc3cccnc3)cc2)cc1 do in these assays?
ABCB6 inh MLPCN: 100; hiPSC survival: 0.9; N-glyco inh: -4; H9c2 protect: 1; ABHD5 PLIN5 PPI: 1; aDG glyco up: 0.0; MC4R antag cAMP: 1; MC4R barr agon: -2.0; Exocytosis inh: -2; HTR2A ag: -4

Results for CCOCCc1nnc(NC(=O)Cc2c(F)cccc2Cl)s1 ?
ABCB6 inh MLPCN: 95; hiPSC survival: -0.3; N-glyco inh: 3; H9c2 protect: 0; ABHD5 PLIN5 PPI: -6; aDG glyco up: -0.1; MC4R antag cAMP: 20; MC4R barr agon: 0.5; Exocytosis inh: 0; HTR2A ag: 2

Results for CCN(CC)S(=O)(=O)c1cc(NC(=O)CSc2nc3c(cc2C#N)C(=O)CC(C)(C)C3)ccc1C ?
ABCB6 inh MLPCN: 95; hiPSC survival: -1.4; N-glyco inh: -5; H9c2 protect: -2; ABHD5 PLIN5 PPI: 2; aDG glyco up: 1.1; MC4R antag cAMP: 4; MC4R barr agon: 4.0; Exocytosis inh: -4; HTR2A ag: 0

How did CN1C(=O)C2(Oc3ccccc3C3CC(c4ccccc4)=NN32)c2ccccc21 (stereo not drawn) do in these assays?
ABCB6 inh MLPCN: 105; hiPSC survival: 4.7; N-glyco inh: -2; H9c2 protect: 12; ABHD5 PLIN5 PPI: -9; aDG glyco up: 0.4; MC4R antag cAMP: -2; MC4R barr agon: 1.5; Exocytosis inh: 4; HTR2A ag: -2

What do the screens show for `CCSc1nc2n(n1)C(c1cccc(F)c1)C1=C(CCCC1=O)N2` (stereo not drawn)?
ABCB6 inh MLPCN: 96; hiPSC survival: 0.7; N-glyco inh: 3; H9c2 protect: 1; ABHD5 PLIN5 PPI: 2; aDG glyco up: -0.3; MC4R antag cAMP: -3; MC4R barr agon: -1.7; Exocytosis inh: -3; HTR2A ag: 1

How did N#Cc1c(Nc2ccccc2)sc(C(=O)c2ccccc2)c1N do in these assays?
ABCB6 inh MLPCN: 116; hiPSC survival: 3.6; N-glyco inh: 0; H9c2 protect: 1; ABHD5 PLIN5 PPI: -9; aDG glyco up: 0.2; MC4R antag cAMP: 1; MC4R barr agon: -0.3; Exocytosis inh: 1; HTR2A ag: -7

What do the screens show for `CCCC(=O)Nc1nc(-c2ccccc2)ns1`?
ABCB6 inh MLPCN: 100; hiPSC survival: -0.7; N-glyco inh: 6; H9c2 protect: -12; ABHD5 PLIN5 PPI: 0; aDG glyco up: -0.2; MC4R antag cAMP: 19; MC4R barr agon: -0.8; Exocytosis inh: 0; HTR2A ag: 0

Results for Cc1nc2ncnn2c(C)c1CCC(=O)NCCCN1CCN(c2cccc(Cl)c2)CC1 ?
ABCB6 inh MLPCN: 98; hiPSC survival: 0.0; N-glyco inh: -1; H9c2 protect: 0; ABHD5 PLIN5 PPI: 4; aDG glyco up: -0.2; MC4R antag cAMP: 14; MC4R barr agon: -1.4; Exocytosis inh: -1; HTR2A ag: 24*

How did COc1ccc(N(CC(=O)N2CCN(c3ccccc3F)CC2)S(=O)(=O)c2ccc(C)cc2)cc1 do in these assays?
ABCB6 inh MLPCN: 104; hiPSC survival: -0.4; H9c2 protect: -8; ABHD5 PLIN5 PPI: -3; aDG glyco up: -0.2; MC4R antag cAMP: 1; MC4R barr agon: -3.1; Exocytosis inh: 9; HTR2A ag: -9

Results for Cc1ccc(S(=O)(=O)N2CCC3CC2c2cc(Cl)ccc23)cc1 (stereo not drawn) ?
ABCB6 inh MLPCN: 97; hiPSC survival: 0.9; N-glyco inh: -1; H9c2 protect: -17; ABHD5 PLIN5 PPI: 3; aDG glyco up: -0.2; MC4R antag cAMP: 9; MC4R barr agon: -3.0; Exocytosis inh: -2; HTR2A ag: 5

What do the screens show for `O=C(OCC1CCNCC1)c1ccc(F)cc1`?
ABCB6 inh MLPCN: 93; hiPSC survival: -0.7; N-glyco inh: -1; H9c2 protect: 0; ABHD5 PLIN5 PPI: 4; aDG glyco up: -0.1; MC4R antag cAMP: -1; MC4R barr agon: 0.4; Exocytosis inh: -5; HTR2A ag: 3

What do the screens show for `CCOc1ccc(N(CC(=O)N/N=C/c2ccccn2)S(=O)(=O)c2ccc(Cl)cc2)cc1`?
ABCB6 inh MLPCN: 91; hiPSC survival: -0.2; N-glyco inh: 10; H9c2 protect: 56*; ABHD5 PLIN5 PPI: 4; aDG glyco up: 0.2; MC4R antag cAMP: 0; MC4R barr agon: -3.9; Exocytosis inh: 1; HTR2A ag: -2

How did FC(F)Oc1ccccc1NC(=S)Nc1cccc(Cl)c1Cl do in these assays?
ABCB6 inh MLPCN: 99; hiPSC survival: -0.6; N-glyco inh: 1; H9c2 protect: -2; ABHD5 PLIN5 PPI: -7; aDG glyco up: -0.2; MC4R antag cAMP: 0; MC4R barr agon: -1.4; Exocytosis inh: 1; HTR2A ag: 0

Results for Cc1cc(C)nc(SCc2cn3c(C)cc(C)nc3n2)n1 ?
ABCB6 inh MLPCN: 95; hiPSC survival: -0.3; N-glyco inh: -2; H9c2 protect: -2; ABHD5 PLIN5 PPI: 1; aDG glyco up: 0.0; MC4R antag cAMP: -4; MC4R barr agon: -2.5; Exocytosis inh: -1; HTR2A ag: 1

Results for FC(F)(F)c1cc(-c2ccccc2)nc2ncnn12 ?
ABCB6 inh MLPCN: 95; hiPSC survival: -2.5; N-glyco inh: 2; H9c2 protect: 9; ABHD5 PLIN5 PPI: 5; aDG glyco up: 0.1; MC4R antag cAMP: 16; MC4R barr agon: -1.0; Exocytosis inh: 3; HTR2A ag: 1

Results for O=c1cc(CN2CCN(S(=O)(=O)c3ccccc3)CC2)nc2sccn12 ?
ABCB6 inh MLPCN: 104; hiPSC survival: -0.3; N-glyco inh: -1; H9c2 protect: 18; ABHD5 PLIN5 PPI: -4; aDG glyco up: 0.0; MC4R antag cAMP: 8; MC4R barr agon: -0.7; Exocytosis inh: 2; HTR2A ag: -5

How did Nc1nc2ccccc2n1C(=O)c1cccs1 do in these assays?
ABCB6 inh MLPCN: 101; hiPSC survival: -0.9; N-glyco inh: -11; H9c2 protect: -20; ABHD5 PLIN5 PPI: -7; aDG glyco up: 0.1; MC4R antag cAMP: 17; MC4R barr agon: 2.5; Exocytosis inh: 2; HTR2A ag: 0

What do the screens show for `Cc1cccc(N2CCN(Cc3ccoc3)CC2)c1C`?
ABCB6 inh MLPCN: 100; hiPSC survival: -0.7; N-glyco inh: -1; H9c2 protect: 3; ABHD5 PLIN5 PPI: 0; aDG glyco up: -0.1; MC4R antag cAMP: 4; MC4R barr agon: -1.7; Exocytosis inh: 1; HTR2A ag: -3

What do the screens show for `Cc1cc(C2=NNC(=Nc3ccccc3)SC2)c(C)n1C`?
ABCB6 inh MLPCN: 95; hiPSC survival: -1.1; N-glyco inh: 1; H9c2 protect: -1; ABHD5 PLIN5 PPI: -1; aDG glyco up: -0.4; MC4R antag cAMP: -5; MC4R barr agon: -0.3; Exocytosis inh: -3; HTR2A ag: 0

What do the screens show for `COc1ccc(/C=N/Nc2cc(C)nc(N3CCOCC3)n2)c(OC)c1`?
ABCB6 inh MLPCN: 98; hiPSC survival: 1.0; N-glyco inh: -1; H9c2 protect: 10; ABHD5 PLIN5 PPI: -2; aDG glyco up: -0.1; MC4R antag cAMP: 12; MC4R barr agon: 5.8; Exocytosis inh: 21; HTR2A ag: 0

How did CCc1cccc(CC)c1N(COC)C(=O)Cn1c(C(C)O)nc2ccccc21 (stereo not drawn) do in these assays?
ABCB6 inh MLPCN: 101; hiPSC survival: 0.2; N-glyco inh: -1; H9c2 protect: -1; ABHD5 PLIN5 PPI: -4; aDG glyco up: 0.1; MC4R antag cAMP: 9; MC4R barr agon: -1.1; Exocytosis inh: -2; HTR2A ag: -1

Results for CCCCCCc1nc(C(N)=O)c2[nH]c(=O)n(-c3ccccc3F)c2n1 ?
ABCB6 inh MLPCN: 99; hiPSC survival: 1.1; N-glyco inh: 2; H9c2 protect: 3; ABHD5 PLIN5 PPI: 1; aDG glyco up: -0.1; MC4R antag cAMP: -7; MC4R barr agon: 0.8; Exocytosis inh: -1; HTR2A ag: 0

Results for CN1C(C(=O)Nc2ccccn2)=C(O)c2ccccc2S1(=O)=O ?
ABCB6 inh MLPCN: 92; hiPSC survival: 4.8; N-glyco inh: 3; H9c2 protect: 0; ABHD5 PLIN5 PPI: -6; aDG glyco up: 0.2; MC4R antag cAMP: 13; MC4R barr agon: 2.5; Exocytosis inh: -3; HTR2A ag: 2
